Compound activity (PubChem BioAssay)
ATXN2 expr inh: Primary qHTS for Inhibitors of ATXN expression; HEK-293 ATXN2-luciferase reporter, luminescence, 24 h; 360,000 compounds, 0.72% hits; Potency, µM (top dose mostly 57 µM), for inactives: at the highest dose activity change, negative = inhibition, hits mostly inhibitors; also: potency is read from the fitted curve at half-maximal effect; % is scaled to controls: 0 for no effect and ±100 for the full control effect; nearly all actives have a fitted effect of over 55% in size
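qHTS (up to 57 uM final) was run with 24 h compound exposure of reporter cells at 37 °C. Each well was multiplexed: SteadyGlo luminescence measured ATXN2-luciferase expression after a fluorogenic Gly-Phe-AFC viability readout (25 uM final).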
HepG2 viability: qHTS for Inhibitors of TGF-b: Cytotox Counterscreen. Potency, µM (titrated, usually from 46.1 µM), inactives show at the top dose activity change, negative = cytotoxicity, actives largely listed as cytotoxic. HepG2 CAGA-GFP viability, ATP luminescence, 18 h. AID 588856, 2011. 410,000 compounds, 0.76% hits; also: potency is read from the fitted curve at half-maximal effect; some results filed as inactive show a strong effect at the top dose
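HepG2 CAGA-GFP cells (1000/well, DMEM with 1% FBS) received compound, then TGF-beta at 500 pg/mL final, and were incubated 18 hours at 37 degrees C. Viability was read by CellTiter-Glo luminescence. Media-only wells were set as complete cell-killing and DMSO as no toxicity.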
EPAC2 agonist: qHTS for Agonist of cAMP-regulated guanine nucleotide exchange factor 4 (EPAC2): primary screen; Rap guanine nucleotide exchange factor 4 (Homo sapiens), Q8WZA2; EPAC2 activation, biochemical qHTS; response scale: 100% = 6.5 mM cAMP response; Potency, µM (top dose mostly 154 µM), for inactives: top-dose activation, actives largely listed as activators; 360,000 compounds, 0.079% hits; AID 720711, 2013; also: potency is read from the fitted curve at half-maximal effect; nearly all actives have a fitted effect of over 50% in size
Target sequence (Q8WZA2 whole entry, looked up): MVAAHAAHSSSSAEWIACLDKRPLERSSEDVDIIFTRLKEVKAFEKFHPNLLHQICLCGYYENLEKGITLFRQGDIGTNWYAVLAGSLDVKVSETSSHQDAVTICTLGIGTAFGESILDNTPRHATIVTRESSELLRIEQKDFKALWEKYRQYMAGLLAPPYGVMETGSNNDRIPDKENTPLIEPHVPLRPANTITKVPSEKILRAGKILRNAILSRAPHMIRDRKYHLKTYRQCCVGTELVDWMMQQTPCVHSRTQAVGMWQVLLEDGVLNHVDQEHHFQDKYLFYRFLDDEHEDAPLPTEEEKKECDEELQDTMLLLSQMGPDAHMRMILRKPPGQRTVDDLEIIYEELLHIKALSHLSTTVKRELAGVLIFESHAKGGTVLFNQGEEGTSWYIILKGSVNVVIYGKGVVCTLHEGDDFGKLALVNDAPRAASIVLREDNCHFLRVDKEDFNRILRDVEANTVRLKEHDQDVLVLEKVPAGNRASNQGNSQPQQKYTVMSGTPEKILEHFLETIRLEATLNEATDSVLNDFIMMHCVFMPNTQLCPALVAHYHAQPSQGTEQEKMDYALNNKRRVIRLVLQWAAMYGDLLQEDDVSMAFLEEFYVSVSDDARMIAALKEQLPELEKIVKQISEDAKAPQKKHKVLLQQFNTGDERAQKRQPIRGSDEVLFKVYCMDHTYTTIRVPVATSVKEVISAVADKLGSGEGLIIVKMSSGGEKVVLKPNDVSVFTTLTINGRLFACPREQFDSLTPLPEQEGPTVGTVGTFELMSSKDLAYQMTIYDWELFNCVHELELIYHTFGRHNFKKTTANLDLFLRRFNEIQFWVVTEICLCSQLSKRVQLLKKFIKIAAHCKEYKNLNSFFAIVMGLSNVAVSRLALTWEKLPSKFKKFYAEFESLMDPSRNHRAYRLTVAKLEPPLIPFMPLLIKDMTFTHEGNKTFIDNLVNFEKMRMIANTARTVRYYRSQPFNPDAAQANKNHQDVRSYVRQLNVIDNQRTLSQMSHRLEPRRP
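In this primary screen, activation is scored as increased exchange of BODIPY-GDP from Rap1B by 100 nM EPAC2, with 50 uM GDP as competitor. Signal is normalized to the 6.5 mM cAMP agonist control.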
IL-2 act: qHTS of IL-2 Activators | activation, % (series mostly up to about 46 µM) | 360,000 compounds, 0.065% hits | IL-2 activation reporter assay, cell-based qHTS; stimulated with anti-CD3/CD4/CD28 beads; in transgenic mouse T cells | AID 652025, 2013; in the data active = activation above about 50%; inconclusive = mostly about 30% to 49%; also: 0% is about no effect
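Screening format: compound pinned onto unstimulated transgenic mouse T cells, 60 min incubation, then anti-CD3/anti-CD4/anti-CD28 bead stimulation for 18 hours at 37 degrees C, followed by EGFP and DsRed detection.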
Nrf2 ARE act: qHTS of Nrf2 Activators; AREc32 ARE-luciferase reporter (MCF7-derived line), luminescence, 24 h; Potency, µM (titrated, usually from 46.1 µM), inactives show top-dose activation, hits mostly activators; 410,000 compounds, 0.31% hits; also: potency is read from the fitted curve at half-maximal effect; % of control where 0% means no effect; nearly all actives have a fitted effect of over 65% in size
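AREc32 cells carrying an ARE-driven firefly luciferase reporter were seeded at 1000 cells/well in OPTI-MEM with 5% FBS, then exposed to compound for 24 hr at 37 deg C. Luminescence was read with Steady-Glo after 30 min at RT.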
TGFb inhibitor: qHTS for Inhibitors of TGF-b; Potency, µM (top dose mostly 46.1 µM), inactives show top-dose activity, negative = inhibition, actives largely listed as inhibitors; 410,000 compounds, 1.2% hits; AID 588855, 2011; HepG2 CAGA-GFP TGF-b/SMAD3 reporter, GFP fluorescence, 18 h; TGF-beta stimulated, 500 pg/mL final; also: potency is read from the fitted curve at half-maximal effect; % is scaled to controls: 0 for no effect and ±100 for the full control effect; nearly all actives have a fitted effect of over 65% in size
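Read-out: total well GFP (ex488/em500-530) summed from mean per-cell fluorescence. Cells: HEPG2 CAGA-GFP, 1% FBS DMEM, 18 h at 37 degrees C with 500 pg/mL final TGF-beta. Unstimulated wells served as the full-inhibition control; stimulated DMSO wells = 0%.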
ATXN viability: Viability Counterscreen for Primary qHTS for Inhibitors of ATXN expression; AID 651635, 2014; S2 cells (HEK-293 line with an ATXN2-luciferase reporter) viability, CellTiter-Fluor protease fluorescence, 24 h; 400,000 compounds, 0.49% hits; Potency, µM (top dose mostly 56.7 µM), hits mostly cytotoxic; also: potency is read from the fitted curve at half-maximal effect; nearly all actives have a fitted effect of over 40% in size
A549 tox: Nrf2 qHTS screen for inhibitors: counterscreen for cytotoxicity | A549 ARE-Fluc cells, CellTiter-Fluor viability, 18-24 h | Potency, µM (top dose mostly 46 µM), without a hit: at the highest dose activity change, negative = cytotoxicity, actives largely listed as inhibitors | 390,000 compounds, 0.16% hits | AID 504648, 2011; also: potency is read from the fitted curve at half-maximal effect; % is scaled to controls: 0 for no effect and ±100 for the full control effect
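Cytotoxicity counterscreen: CellTiter-Fluor fluorescence was measured in A549 ARE_Fluc cells after 18-24 h of compound exposure in a concentration series. The subsequent BugLite luminescent read reports ARE-luciferase activity.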
Nrf2 inh: Nrf2 qHTS screen for inhibitors; Potency, µM (top dose mostly 46 µM), for the others: at the top dose activity change, negative = inhibition, usual class: inhibitors; A549 ARE-Fluc reporter, luciferase luminescence, 18-24 h; 360,000 compounds, 2.1% hits; also: potency is read from the fitted curve at half-maximal effect; % is scaled to controls: 0 for no effect and ±100 for the full control effect; nearly all actives have a fitted effect of over 60% in size
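Two sequential reads on A549 ARE_Fluc cells exposed to compound for 18-24 h: a CellTiter-Fluor fluorescence read for viability, then a luciferase luminescence read for Nrf2/ARE activity.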
Active calls of the source: *; i = inactive; u = inconclusive; x = not tested or not shown; [ ] = dose if it differs, or a comment. Unless noted, calls follow the shape of the dose curve; as a rule, active = well fitted curve in the direction sought with a large enough effect; inconclusive = small, poorly fitted or top-dose-only effect, or another doubt; inactive = no such curve, though single readings can be large; an effect the other way counts as inactive or inconclusive.

Values run as follows: ATXN2 expr inh	HepG2 viability	EPAC2 agonist	IL-2 act	Nrf2 ARE act	TGFb inhibitor	ATXN viability	A549 tox	Nrf2 inh
#1 COc1ccc(-n2c3c(cc(C(=O)N4CCN(CCO)CC4)c2=O)C(=O)CC(C)(C)C3)cc1
    1%	1%	3%	-1.9	-0.3%	0%	i	-1%	7%
#2 OC(Cn1cnnc1)c1ccccc1 (stereo not drawn)
    -6%	8%	12%	-0.7	-0.4%	10%	i	4%	-4%
#3 CC(C)(C)S(=O)(=O)c1cnc2c(-c3ccc(F)cc3)cnn2c1N
    8%	4%	-1%	0.8	0.1%	-9%	u	2%	19%
#4 COc1ccc(OC)c(C(=O)COC(=O)CNC(=O)C2CCCCC2)c1
    -1%	-18%	11%	-1.2	-0.1%	0%	i	-3%	16%
#5 O=C(NCc1c(O)ccc2ccccc12)c1ccccc1
    4%	-12%	14%	-0.5	4.1%	-23%	i	-10%	u
#6 Cc1ccc(OCC(=O)Nn2cnnc2)c(Br)c1
    7%	-3%	2%	0.2	-0.2%	2%	i	4%	-6%
#7 O=[N+]([O-])/C(C(Cl)=C(Cl)Cl)=C1\Nc2ccccc2O1
    -4%	3%	7%	-0.3	6.3%	17%	i	0%	-11%
#8 Cc1cccc(NN=C2c3ccccc3-c3ccccc32)c1
    0%	-43%	2%	0.9	4.2%	u	i	-19%	11%
#9 CC(=O)c1c(C)oc2ccc(NS(=O)(=O)c3cccs3)cc12
    -5%	-1%	3%	-0.9	3.5%	-12%	i	5%	0%
#10 Cc1c(NC(=O)Nc2ccc(F)cc2)c(=O)n(-c2ccccc2)n1C
    4%	8%	9%	0.4	0.1%	-1%	i	0%	-18%
#11 Cc1c(NC(=O)c2ccccc2NC(=O)COc2ccccc2)cccc1C(=O)O
    -12%	1%	10%	-1.5	-0.7%	14%	i	-1%	-13%
#12 CCOC(=O)C1CCCN(C(=O)c2sc3nc(C)nc(N4CCOCC4)c3c2C)C1 (stereo not drawn)
    3%	0%	7%	-0.7	0.1%	0%	i	0%	-4%
#13 CS(=O)(=O)Nc1ccc2c(c1)[C@@H]1C[C@@H](CC(=O)NCc3cccnc3)O[C@H](CO)[C@@H]1O2
    10%	1%	-3%	0.6	-0.3%	-20%	i	x	x
#14 COc1ccccc1N1CC(C(=O)OC(C)C(=O)N2CCCc3ccccc32)CC1=O (stereo not drawn)
    1%	-20%	3%	0.0	-0.9%	-7%	i	4%	8%
#15 CCS(=O)(=O)NCCc1ccc(OC)c(OC)c1
    -6%	-1%	0%	-1.2	0.0%	-21%	u	-3%	-11%

Remaining list, next part.
Values run as follows: ATXN2 expr inh	HepG2 viability	EPAC2 agonist	IL-2 act	Nrf2 ARE act	TGFb inhibitor	ATXN viability	A549 tox	Nrf2 inh
#16 O=C(NCc1ccc2c(c1)OCO2)c1ccc(S(=O)(=O)NCC2CCCO2)cc1 (stereo not drawn)
    -13%	0%	-25%	-0.5	-0.8%	-5%	i	-4%	u
#17 CCOc1ccc(-c2cc(NC(=O)c3ccc(C)cc3)c(C(=O)OC)s2)cc1
    x	-32%	x	x	-1.0%	-1%	x	6%	12%
#18 COc1ccc2[nH]cc(CCNC(=O)Nc3cc(C)cc(C)c3)c2c1
    -31%	4%	x	x	2.6%	-17%	u	4%	3%
#19 COc1ccccc1-c1nnc(NC(=O)CSc2nncn2C)s1
    x	13%	-3%	-2.8	2.0%	10%	i	-18%	u
#20 CCOC(=O)c1c(NC(=O)COC(=O)CCOc2ccc(OCC)cc2)sc(C(=O)N(C)C)c1C
    -12%	7%	12%	0.9	0.0%	-7%	i	1%	11%
#21 CC1CCN(Cc2c(C(=O)N/N=C/c3ccccc3O)nnn2-c2nonc2N)CC1
    3.2µM*	-12%	3%	-0.7	-0.7%	-26%	i	-6%	u
#22 COc1ccc(OC)c2sc(N(Cc3cccnc3)C(C)=O)nc12
    x	1%	x	x	0.3%	-1%	x	0%	x
#23 CC1Cc2ccccc2N1S(=O)(=O)c1cnc(Cl)c(Br)c1 (stereo not drawn)
    -10%	3%	24%	-3.8	0.1%	-1%	i	2%	1%
#24 Cn1cc(C(=O)NC2CCCCCC2)c(=O)c2cc(S(=O)(=O)N3CCCC3)ccc21
    9%	-16%	1%	-4.9	-0.5%	0%	i	-2%	-2%
#25 O=C(COn1nnc2ccc(C(F)(F)F)cc21)Nc1c(Cl)cccc1Cl
    x	-1%	3%	-3.4	-0.5%	-7%	i	3%	-13%
#26 COc1cc(CN(C(=O)COc2ccccc2)c2ccccn2)cc(OC)c1OC
    1%	3%	x	x	0.5%	0%	i	3%	-10%
#27 Clc1ccc(C[n+]2cc(-c3ccccc3)n3c2CCCCC3)c(Cl)c1
    u	-31%	3%	-0.7	3.4%	u	u	-8%	u
#28 COc1ccc(Nc2nc(-c3ccccc3)nc3ccccc23)c(OC)c1
    -16%	-22%	14%	0.0	16%	-17%	i	2%	-14%
#29 CCOC(=O)C1CCN(C(=O)CCN2C(=O)C3C4C=CC(C4)C3C2=O)CC1 (stereo not drawn)
    7%	-1%	9%	1.1	-0.2%	-9%	i	6%	-3%
#30 CCCCOC(=O)Nc1ccc(OC)cc1S(=O)(=O)N1CCOCC1
    -6%	-1%	-3%	-1.0	-0.1%	7%	i	-1%	-5%

Part of the list above, with bars between the fields.
No. | SMILES | ATXN2 expr inh | HepG2 viability | EPAC2 agonist | IL-2 act | Nrf2 ARE act | TGFb inhibitor | ATXN viability | A549 tox | Nrf2 inh
29 | CCOC(=O)C1CCN(C(=O)CCN2C(=O)C3C4C=CC(C4)C3C2=O)CC1 (stereo not drawn) | 7% | -1% | 9% | 1.1 | -0.2% | -9% | i | 6% | -3%
22 | COc1ccc(OC)c2sc(N(Cc3cccnc3)C(C)=O)nc12 | x | 1% | x | x | 0.3% | -1% | x | 0% | x
17 | CCOc1ccc(-c2cc(NC(=O)c3ccc(C)cc3)c(C(=O)OC)s2)cc1 | x | -32% | x | x | -1.0% | -1% | x | 6% | 12%

The results go on:
Values run as follows: ATXN2 expr inh	HepG2 viability	EPAC2 agonist	IL-2 act	Nrf2 ARE act	TGFb inhibitor	ATXN viability	A549 tox	Nrf2 inh
#31 O=C(Nc1nnc(S(=O)(=O)N2CCc3ccccc32)s1)c1ccccc1
    10%	-39%	x	x	7.4%	u	i	-9%	u
#32 O=C1CC(c2ccc(O)cc2)Oc2ccccc21 (stereo not drawn)
    37%	-32%	-1%	1.6	7.8%	-5%	i	-6%	4%
#33 O=C(NCC(=O)N1CCCC(C(F)(F)F)C1)c1cccs1 (stereo not drawn)
    4%	6%	-2%	-3.2	2.1%	8%	i	-1%	3%
#34 CC1CN(C(=O)c2cccc(NS(=O)(=O)c3ccc(Br)cc3)c2)CC(C)O1 (stereo not drawn)
    x	-15%	1%	-1.1	-1.5%	1%	i	x	x
#35 O=C(NCCC1CCCCN1S(=O)(=O)c1ccc(F)cc1)C(=O)NC1CCCC1 (stereo not drawn)
    -2%	-22%	-1%	-3.6	-0.8%	32%	i	3%	-15%
#36 CCN1CCN(C(=O)CN(c2cccc(Br)c2)S(=O)(=O)c2ccccc2)CC1
    -5%	-2%	2%	-3.4	-0.6%	-3%	i	10%	3%
#37 Cc1ccccc1-n1c(=O)c2ccccc2n2nnnc12
    3%	5%	8%	-3.5	-0.8%	-11%	i	-6%	2%
#38 Cc1nnc(N2C(=O)C(=O)/C(=C(/O)c3ccc4c(c3)OCCO4)C2c2ccc(F)cc2)s1 (stereo not drawn)
    25%	-1%	-5%	-1.2	-0.6%	-1%	i	-16%	7%
#39 Cc1ccc(OC(=O)c2cccc([N+](=O)[O-])c2)c(-n2nc3ccccc3n2)c1
    66%[activator]	-25%	3%	-0.1	6.8%	-15%	i	0%	2%
#40 CC(C)(C)C1CCC(=NNC(=O)C(=O)NCc2cccnc2)CC1 (stereo not drawn)
    9%	-4%	4%	-2.3	-0.5%	-7%	i	0%	0%
#41 O=C1OCC/C1=C\c1ccccc1
    0%	1%	5%	1.1	0.2%	0%	i	-1%	12%
#42 CCS(=O)(=O)N1CCC(C(=O)NCc2ccccn2)CC1
    8%	-14%	1%	-0.5	-0.6%	-15%	i	-1%	1%
#43 CSc1nc(=S)n(Cc2ccccc2)c(C)c1C(C)=O
    5%	16%	4%	-0.4	5.1%	-11%	i	-10%	-23%
#44 CC(=O)c1ccc(Sc2ccccn2)c([N+](=O)[O-])c1
    4%	-1%	2%	0.2	2.4%	3%	u	-6%	1%

Single records, from the list above.
Entry for CC(C)(C)C1CCC(=NNC(=O)C(=O)NCc2cccnc2)CC1 (stereo not drawn) → ATXN2 expr inh = 9%; HepG2 viability = -4%; EPAC2 agonist = 4%; IL-2 act = -2.3; Nrf2 ARE act = -0.5%; TGFb inhibitor = -7%; ATXN viability = i; A549 tox = 0%; Nrf2 inh = 0%
Entry for CCN1CCN(C(=O)CN(c2cccc(Br)c2)S(=O)(=O)c2ccccc2)CC1 → ATXN2 expr inh = -5%; HepG2 viability = -2%; EPAC2 agonist = 2%; IL-2 act = -3.4; Nrf2 ARE act = -0.6%; TGFb inhibitor = -3%; ATXN viability = i; A549 tox = 10%; Nrf2 inh = 3%
